Screening data (PubChem BioAssay)
AMA1-RON2 inh: qHTS for Inhibitors of AMA1-RON; Towards Development of Antimalarial Drug Lead: Primary Screen. Potency, µM (doses to about 58.2 µM), inactives show at the top dose activity change, negative = inhibition, hits mostly inhibitors. AID 720542, 2013. Plasmodium falciparum AMA1 (3D7) - RON2 peptide interaction. AlphaScreen AMA1-biotinylated RON2 peptide binding. 0.2% of 360,000 active;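 also: potency is read from the fitted curve at half-maximal effect; 0% = vehicle wells and -100% = peptide control; nearly all actives have a fitted effect of over 45% in size; some results filed as inactive show a strong effect at the top dose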
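AMA1 (3D7) with his tag at 25 nM final met compounds first, then biotinylated RON2 peptide at 25 nM; detection used donor plus acceptor beads, 10 µg/mL apiece, read by AlphaScreen after 30 min at room temperature.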
LmPK inhibitor: qHTS Assay for Inhibitors of Leishmania Mexicana Pyruvate Kinase (LmPK); Q27686; Potency, µM (titrated, usually from 57.5 µM), without a hit: at the highest dose activity change, negative = inhibition, hits mostly inhibitors; purified LmPK, Kinase-Glo ATP luminescence, 1 h; 0.37% of 290,000 active; also: potency is read from the fitted curve at half-maximal effect
Target sequence (Q27686 whole entry, looked up): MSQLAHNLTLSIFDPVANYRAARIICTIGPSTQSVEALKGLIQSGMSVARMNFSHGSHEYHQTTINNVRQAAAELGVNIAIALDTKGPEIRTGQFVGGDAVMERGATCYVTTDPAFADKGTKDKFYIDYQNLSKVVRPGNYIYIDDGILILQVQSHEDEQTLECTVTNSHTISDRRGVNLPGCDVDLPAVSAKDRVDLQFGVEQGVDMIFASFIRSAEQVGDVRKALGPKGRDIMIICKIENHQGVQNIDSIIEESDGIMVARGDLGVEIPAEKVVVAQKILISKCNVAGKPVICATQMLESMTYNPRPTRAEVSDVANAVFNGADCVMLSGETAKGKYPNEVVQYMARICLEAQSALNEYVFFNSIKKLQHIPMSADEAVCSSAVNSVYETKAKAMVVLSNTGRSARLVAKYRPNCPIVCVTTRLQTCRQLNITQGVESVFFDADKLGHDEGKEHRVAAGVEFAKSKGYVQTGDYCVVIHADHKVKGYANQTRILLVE
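Purified LmPK (0.1 nM) with 0.5 mM PEP and 0.1 mM ADP in imidazole buffer pH 7.2 with MgCl2/KCl, 1 h at room temperature. ATP formed was read by luciferase luminescence and normalized to no-enzyme and uninhibited controls.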
AmpC detergent: qHTS Inhibitors of AmpC Beta-Lactamase (assay with detergent) | Potency, µM (top dose mostly 114 µM), for the others: at the top dose activity change, negative = inhibition, actives largely listed as inhibitors | 0.041% of 370,000 active | AmpC hydrolysis of nitrocefin, absorbance 480 nm, 0.01% Triton | P00811;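 also: potency is read from the fitted curve at half-maximal effect; 0% = no-compound wells and -100% = no-enzyme wells; nearly all actives have a fitted effect of over 25% in size; some results filed as inactive show a strong effect at the top dose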
Target sequence (P00811 whole entry, looked up): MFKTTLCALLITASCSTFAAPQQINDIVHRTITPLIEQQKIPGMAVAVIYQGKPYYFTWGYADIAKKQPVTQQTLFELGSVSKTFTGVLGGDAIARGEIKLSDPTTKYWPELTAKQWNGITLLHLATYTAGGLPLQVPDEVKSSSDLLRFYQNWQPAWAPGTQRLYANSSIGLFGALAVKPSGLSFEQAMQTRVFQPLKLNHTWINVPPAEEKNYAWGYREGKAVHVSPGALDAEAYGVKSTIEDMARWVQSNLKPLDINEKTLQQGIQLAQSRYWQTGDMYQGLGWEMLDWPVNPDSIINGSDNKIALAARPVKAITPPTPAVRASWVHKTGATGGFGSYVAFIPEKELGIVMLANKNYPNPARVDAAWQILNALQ
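20 mM phosphate pH 7.0 + 0.01% (detergent screen) or 0.0001% Triton X-100; 5.3 nM AmpC reagent; cpd preinc 15 min RT; nitrocefin (800 uM stock) to start; A480 q20 s × 4 min; Activity was normalised to no-enzyme and no-compound control wells.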
AmpC no deterg: qHTS Inhibitors of AmpC Beta-Lactamase (assay without detergent). P00811. AmpC nitrocefin hydrolysis, absorbance 480 nm, 0.0001% Triton. Potency, µM (top dose mostly 57.1 µM), for the others: top-dose activity change, negative = inhibition, most hits filed as inhibitors. 0.52% of 330,000 active. AID 485341, 2010;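 also: potency is read from the fitted curve at half-maximal effect; plate controls were no compound for no effect and no enzyme for full effect; nearly all actives have a fitted effect of over 20% in size; some results filed as inactive show a strong effect at the top dose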
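20 mM phosphate pH 7.0 + 0.01% (detergent screen) or 0.0001% Triton X-100; 5.3 nM AmpC reagent; cpd preinc 15 min RT; nitrocefin (800 uM stock) to start; A480 q20 s × 4 min; Activity was normalised to no-enzyme and no-compound control wells.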
Sm TGR inh: qHTS Assay for the Inhibitors of Schistosoma Mansoni Peroxiredoxins. purified TGR, DTNB reduction, TNB absorbance 405 nm. Potency, µM (top dose mostly 114 µM), without a hit: top-dose activity change, negative = inhibition, usual class: inhibitors. 3% of 360,000 active. AID 485364, 2010; also: potency is read from the fitted curve at half-maximal effect; nearly all actives have a fitted effect of over 60% in size
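First, TGR (20 nM dispensed) and NADPH were mixed with compound. Second, a 15 min room-temperature incubation followed. Third, further NADPH and then DTNB were added to start the reaction. Finally, TNB absorbance was monitored kinetically.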
Tb PYK inh: qHTS of Trypanosoma Brucei Inhibitors | Potency, µM (top dose mostly 76.8 µM), inactives show at the highest dose activity, negative = inhibition, hits mostly inhibitors | pyruvate kinase (Trypanosoma brucei), Q57TT1 | TbPYK enzyme, Kinase-Glo Plus ATP luminescence, 45 min | 0.12% of 410,000 active; also: potency is read from the fitted curve at half-maximal effect; nearly all actives have a fitted effect of over 50% in size
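Enzyme and substrate buffer are dispensed first and compound is pin-transferred. ADP at 130 uM final then starts the reaction, which runs 45 min at room temperature. Detection reagent is added for 10 min before luminescence is imaged.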
HCMV inh: qHTS Assay for inhibitors of the human cytomegalovirus (HCMV); 4.5% of 410,000 active; HFF cells, HCMV-luciferase reporter, 72 h; stronger effect = lower value; activity change, negative = inhibition, % at 57.5 µM; AID 1259415, 2018; in the data active = activity change below about -60%; inconclusive = no clear call, values can overlap the other calls; inactive = above about -39%
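After 16 h attachment at 37C, HFF cells received test compound and HCMV-luciferase (1 PFU/cell); reporter luminescence read 72 h later, data normalized against buffer-only and known inhibitor Salinomycin.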
* hit, by the source's call; ? = inconclusive; . = no result given; [ ] = another dose, or the depositor's remark. Unless noted, calls follow the shape of the dose curve; as a rule, active = well fitted curve in the direction sought with a large enough effect; inconclusive = small, poorly fitted or top-dose-only effect, or another doubt; inactive = no such curve, though single readings can be large; an effect the other way counts as inactive or inconclusive. Unless noted, % is scaled to controls: 0 for no effect and ±100 for the full control effect.

SMILES	AMA1-RON2 inh	LmPK inhibitor	AmpC detergent	AmpC no deterg	Sm TGR inh	Tb PYK inh	HCMV inh
Cc1ccc2nc(Nc3nc(CSc4nnnn4-c4ccccc4)cc(=O)[nH]3)nc(C)c2c1	2%	7%	0%	-8%	-4%	.	-33
CCCNC(=O)c1nc(C)n(-c2cc(Cl)ccc2Cl)n1	1%	-1%	0%	-14%	0%	-1%	?
COc1cccc(/C=C/C(=O)OCC(=O)NC2CCCCCCC2)c1	17%	.	.	-6%	.	-4%	-22
CCC(C(=O)Nc1ccccc1C(=O)N1CCCC1)N1C(=O)c2ccccc2C1=O (stereo not given)	-3%	-6%	-9%	6%	4%	-6%	3
Cc1cccc(NC(=O)C2c3ccccc3Oc3ccccc32)n1	0%	5%	6%	-8%	9%	3%	-31
CC(=O)c1nn(-c2cccc(Br)c2)cc1C(=O)c1cccc2ccccc12	-5%	9%	9%	-20%	8%	1%	-18
CCN(CC)C(=O)COc1ccc2oc(C)c(C(=O)OC(C)C)c2c1	1%	-1%	3%	113%[activator]	7%	-8%	-19
O=C(O)CC1(CC(=O)Nc2ccc(F)cc2F)CCCCC1	-7%	-5%	5%	-24%	5%	-1%	5
Cn1nc(C(F)(F)F)c(-c2cccc(C(F)(F)F)c2)c1NC(=O)c1nccnc1C(=O)O	34%[activator]	-1%	-7%	6%	7%	-1%	21
CCOc1ccc2[nH]c(=O)c(CN(CCCO)S(=O)(=O)c3ccc(F)cc3)cc2c1	14%	11%	0%	63%[activator]	0%	7%	-24
Cc1cc(OCC(=O)NNC(=O)c2cnccn2)cc(C)c1Cl	138%[activator]	5%	0%	-6%	0%	-7%	2
O=C(Cc1ccc([N+](=O)[O-])cc1)Nc1cccc(C(=O)N2CCCC2)c1	-10%	.	.	-50%	.	-2%	-15
COc1ccc(NC(=O)c2ccc3ncsc3c2)cc1	1%	0%	1%	-15%	0%	-10%	76
COc1ccc([C@H]2[C@H](C(C)=O)N3N=Cc4ccccc4C3C23C(=O)OC(C)(C)OC3=O)cc1 (stereo not given in full)	-1%	0%	-9%	-13%	-8%	-10%	64
CCc1cccc(C)c1NC(=O)CN1C(=O)NC(C)(CCC(C)C)C1=O (stereo not given)	-5%	.	.	2%	.	0%	14
O=C(NC1CCS(=O)(=O)C1)c1cccc(Br)c1 (stereo not given)	-1%	.	?	?	-2%	0%	-8
COc1ccc(NC(=O)CCSc2nc(C)cs2)cc1	-2%	1%	-8%	-4%	2%	-4%	78
Cc1c(C(=O)N/N=C/c2cccc(O)c2)nnn1-c1nonc1N	-3%	8%	-12%	-40%	-21%	4%	?
Cc1ccccc1Nc1c(-c2cccc(Cl)c2)nc2ncccn12	.	.	11%	.	7%	1%	-21
CN(C)C=NC(=O)/C(C#N)=C1\CCc2ccccc2N1	6%	-4%	?	-12%	9%	-10%	?
COc1ccc(CN(C)C(=O)c2cccc(S(=O)(=O)N3CCCc4ccccc43)c2)c(OC)c1OC	27%	.	.	.	.	4%	-12
COc1ccccc1NC(=O)C(C)OC(=O)CCCN=C1NS(=O)(=O)c2ccccc21 (stereo not given)	-5%	.	6%	43%	2%	0%	-21
COc1cc(C(C)=O)ccc1OCC(=O)Nc1cc(Cl)ccc1-n1cncn1	16%	.	0%	-9%	-4%	-6%	-1
O=C(c1cc(F)cc(F)c1)N1CCC(c2nc(-c3ccc(S(=O)(=O)N4CCCC4)cc3)no2)CC1	.	.	1%	.	-2%	-10%	-8
COCCCNC(=S)NNC(=O)c1ccc(S(=O)(=O)N2CCC(C)CC2)cc1	43%[activator]	2%	4%	-15%	.	-1%	18
COc1ccc(NC(=O)COc2nc(N(C)C)nc(N(C)C)n2)cc1	7%	-2%	?	-17%	0%	4%	-30
C=CCOn1c(=O)c(-c2ccc(C)cc2)[n+]([O-])c2ccccc21	4%	-5%	1%	-9%	-2%	2%	-22
Cc1noc(C)c1-c1ccc(C(=O)NCc2ccncc2)c2occc12	4%	.	.	.	.	-2%	32
COCCSc1ccccc1C(=O)NCC1CCCO1 (stereo not given)	-4%	-2%	0%	.	4%	-8%	29
O=C(NCCCN1CCN(c2cccc(Cl)c2)CC1)c1ccc2nc(Cc3ccccc3)oc2c1	.	.	?	.	6%	2%	?
O=C1CC[C@@H](CN(Cc2ccccc2)Cc2cn[nH]c2-c2cc3ccccc3o2)N1	-18%	4%	?	179%[activator]	-2%	-3%	7
CCCc1ccc(OCc2ccc(C(=O)Nc3cccc(C)n3)o2)c(OC)c1	3%	2%	?	-4%	7%	0%	-9
O=C(Cn1cc(SCc2cccc(F)c2)c2ccccc21)N1CCOCC1	.	.	-3%	.	-2%	-18%	113
Nc1ccc(S(N)(=O)=O)cc1N	11%	9%	?	-22%	-15%	-9%	?
Cc1ccccc1OCCN1C(=O)NC2(CCCc3ccccc32)C1=O (stereo not given)	-2%	3%	-11%	-1%	8%	-12%	44
OC(c1ccc(F)cc1)c1nc(-c2ccoc2)cs1 (stereo not given)	1%	.	.	.	.	-10%	-1
Cc1ccc(COc2ccc(CNCCCN3CCCCCC3=O)cc2)cc1	31%[activator]	-2%	2%	60%[activator]	1%	17%	-40
N#Cc1ccccc1OCC(=O)NC(=O)NCc1ccco1	-2%	-1%	-13%	-13%	0%	2%	0
Cc1ccc(NS(=O)(=O)c2ccc(F)cc2)nc1	-1%	5%	4%	-9%	-24%	-5%	27
CCNC(=S)NNC(=S)NCc1ccccc1	20%	5%	18%	11%	0%	-11%	-33

Next part; it opens with the seven that closed the last part.
SMILES	AMA1-RON2 inh	LmPK inhibitor	AmpC detergent	AmpC no deterg	Sm TGR inh	Tb PYK inh	HCMV inh
Nc1ccc(S(N)(=O)=O)cc1N	11%	9%	?	-22%	-15%	-9%	?
Cc1ccccc1OCCN1C(=O)NC2(CCCc3ccccc32)C1=O (stereo not given)	-2%	3%	-11%	-1%	8%	-12%	44
OC(c1ccc(F)cc1)c1nc(-c2ccoc2)cs1 (stereo not given)	1%	.	.	.	.	-10%	-1
Cc1ccc(COc2ccc(CNCCCN3CCCCCC3=O)cc2)cc1	31%[activator]	-2%	2%	60%[activator]	1%	17%	-40
N#Cc1ccccc1OCC(=O)NC(=O)NCc1ccco1	-2%	-1%	-13%	-13%	0%	2%	0
Cc1ccc(NS(=O)(=O)c2ccc(F)cc2)nc1	-1%	5%	4%	-9%	-24%	-5%	27
CCNC(=S)NNC(=S)NCc1ccccc1	20%	5%	18%	11%	0%	-11%	-33
O=C(NCCc1ccc(F)cc1)C(=O)NCC1CCCN1S(=O)(=O)c1cccs1 (stereo not given)	-9%	.	-6%	7%	-4%	-6%	-29
CCSc1nnc(NC(=O)C2CCCN(S(=O)(=O)c3cnc[nH]3)C2)s1 (stereo not given)	-1%	0%	8%	45µM*	3%	-30%	-38
Cc1cc2nc3n(c2cc1C)CC1CC(C(=O)NCc2cccc(Br)c2)N(C)C31 (stereo not given)	-4%	.	-2%	57%	-19%	-2%	8
COc1cccc(N2C(=O)CSC23C(=O)N(Cc2ccccc2F)c2ccccc23)c1 (stereo not given)	.	.	20%	.	-1%	5%	-17
CCC(=O)c1ccc(OCC(=O)OC(C)C(=O)N2CCc3ccccc32)cc1 (stereo not given)	-9%	.	-21%	-18%	0%	-5%	-2
O=C(CCCN1C(=O)c2ccccc2C1=O)Nc1c2c(nc3c1CCC3)CCC2	14%	-10%	-15%	4%	?	9%	66
OC1CCN(C(c2ccc3ncccc3c2)c2nnnn2C2CCCCC2)CC1 (stereo not given)	2%	-1%	-12%	27%	-6%	2%	-37
C=Cn1cc[n+](CC(=O)c2ccc(C)cc2)c1	-7%	-3%	-12%	-5%	-8%	3%	-68*
COc1ccc2c(c1)c(C(=O)N/N=C/c1ccc(Br)cc1)c(C)n2C	4%	5%	7%	-20%	-1%	1%	2
CCOC(=O)c1ccc(NC(=O)Nc2c(C)nn(C)c2C)cc1	-3%	7%	-2%	4%	-4%	-2%	-13
CCc1ccc(NC(=O)COc2ccc3c(c2)OCO3)cc1	-3%	-4%	2%	-24%	0%	1%	41
Cc1cc(C)n(CC2CC(=O)N(c3ccccc3)C2=O)n1 (stereo not given)	-2%	1%	-4%	-17%	-32%	0%	17
NNC(=S)Nc1cccc(-c2n[nH]c(=S)o2)c1	98%[activator]	-11%	-4%	-37%	2%	-42%	2
COc1ccccc1NC(=S)NCCc1ccccc1	2%	4%	-5%	-20%	-11%	-11%	-7
COc1c(C)cccc1C(=O)Nc1cc(-c2nn3c(C)nnc3s2)ccc1C	24%	.	.	.	.	3%	-29
O=C(O)/C=C\c1cccc(-n2nnnc2SCc2ccccc2F)c1	0%	0%	0%	-28%	-27%	15%	18
COc1ccccc1S(=O)(=O)Cc1ccc(C(=O)N2CCN(c3cc(Cl)ccc3C)CC2)o1	.	.	?	.	-7%	0%	-4
O=S(=O)(Nc1ccccc1N1CCCCC1)c1ccccc1	18%	-4%	-9%	-37%	1%	0%	-23
O=C(/C=C/c1cccc([N+](=O)[O-])c1)NCCSCc1cccc(Cl)c1	-7%[11.6 µM]	0%	?	-29%	-4%	-12%	6
CC1CCN(S(=O)(=O)c2ccc(NC(=O)[C@@H]3CCCC[C@@H]3C(=O)O)cc2)CC1	1%	-3%	1%	-31%	14%	1%	16
CCN1CCN(C(=O)Cn2ncc3ccsc3c2=O)CC1	-1%	1%	?	-11%	2%	-5%	-15
CCn1c(N2CCN(C(=O)/C=C/c3ccccc3)CC2)nc2ccccc21	8%	4%	-5%	30%	.	3%	-4
O=[N+]([O-])c1cc(/C=N/O)ccc1SCc1ccccc1	32%	4%	-11%	-23%	8%	-1%	-66*
